Source: PubChem BioAssay
PfHsp40 rescue – rescue of yeast from PfHsp40 toxicity, primary screen, S. cerevisiae, ATP luminescence; growth rescue, % at 12.5 µM; S. cerevisiae expressing PfHsp40, growth rescue; 340,000 compounds, 0.68% hits; in the data active = growth rescue above about 28%, passing the limit was not always enough;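 also: yeast W303a lacking pdr1 and pdr3 grown in galactose medium; growth measured after three days at 30 °C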
VHR inh abs – VHR1 phosphatase inhibitors, primary screen, biochemical, absorbance, uHTS; Dual specificity protein phosphatase 3 (Homo sapiens), P51452; recombinant VHR phosphatase, pNPP absorbance; inhibition, % at 13.3 µM; 290,000 compounds, 0.52% hits; in the data active = inhibition above about 50%; also: some compounds called inactive have numbers as strong as hits
Target sequence (P51452 whole entry, looked up): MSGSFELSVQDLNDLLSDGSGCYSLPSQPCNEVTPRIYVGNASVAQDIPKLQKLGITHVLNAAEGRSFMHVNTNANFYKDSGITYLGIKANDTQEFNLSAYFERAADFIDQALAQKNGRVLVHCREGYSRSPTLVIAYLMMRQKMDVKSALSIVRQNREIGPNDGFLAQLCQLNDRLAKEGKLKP
Vc quorum ag – inducers of Vibrio cholerae quorum light production without autoinducers, primary screen, BH1578 luxS cqsA deficient, single point; V. cholerae BH1578 lux reporter, luminescence, 6 h; activation, % at 18.7 µM; 350,000 compounds, 0.16% hits; in the data active = activation mostly above about 9.7%, no sharp cut-off; also: not every result past the cut was called active; inactives centre near 0; reference of the scale not given here
PriA SSB inh – inhibitors of Klebsiella pneumoniae PriA binding to SSB C-terminal tail, primary screen, biochemical, AlphaScreen | PriA–SSB C-terminal tail interaction (Klebsiella pneumoniae) | AlphaScreen SSBct-PriA binding, biotinylated peptide | inhibition, % at 33 µM | 430,000 compounds, 0.6% hits; in the data active = inhibition mostly above about 37%, no sharp cut-off; inactive = mostly below about 20%;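 also: plate controls were negative control peptide for no effect and reference peptide for full effect; strong numbers were not always called active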
MazEF act – activators of E. coli MazEF toxin-antitoxin RNase, primary screen, biochemical, fluorescence, uHTS; AID 504720, 2011; activation, % at 20 µM; FAM/BHQ RNA-DNA oligo cleavage fluorescence, 5 h; 350,000 compounds, 0.32% hits; in the data active = activation above about 50%
Target sequence (P0AE70 whole entry, looked up): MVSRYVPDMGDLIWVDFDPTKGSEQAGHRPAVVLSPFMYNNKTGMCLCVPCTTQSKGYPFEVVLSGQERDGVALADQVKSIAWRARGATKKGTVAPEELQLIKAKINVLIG
Y pestis TopoI – Yersinia pestis topoisomerase I inhibitors, primary screen, biochemical, cleavage product accumulation, plate reader, single point. DNA topoisomerase I (Yersinia pestis CO92). Y. pestis Topo-I cleavage product accumulation. activity, % at 10 µM. 360,000 compounds, 0.064% hits. AID 504884, 2011; in the data active = activity above about 50%, passing the limit was not always enough; also: inactives centre near 2
SARS 3CLpro inh – SARS-CoV 3CLpro protease inhibitors, primary screen, biochemical, quenched FRET; Replicase polyprotein 1ab (Severe acute respiratory syndrome coronavirus), P0C6X7; recombinant SARS-CoV 3CLpro, quenched FRET peptide cleavage; inhibition, % at 6 µM; 290,000 compounds, 0.14% hits; AID 1706, 2009; in the data active = inhibition above about 12%
Anthrax LF inh2 – Bacillus anthracis LF protease inhibitors, primary screen, biochemical, multiplex microsphere, MLPCN library; multiplex microsphere protease cleavage assay; inhibition, % at 10 µM; 360,000 compounds, 0.12% hits; in the data active = inhibition above about 30%; also: plate controls were buffer without enzyme for full effect and enzyme alone for no effect
TcdB inh – TcdB glycohydrolase inhibitors, primary screen, biochemical, single point, plate reader. TcdB glycohydrolase enzymatic assay. Toxin B (Clostridioides difficile), P18177. 350,000 compounds, 0.24% hits. inhibition, % at 9.99 µM; in the data active = inhibition above about 10%
Rv3671c protease – Rv3671c serine protease inhibitors, primary screen, biochemical, fluorescence polarization, M. tuberculosis H37Rv; P9WHR9; inhibition, % at 5.96 µM; 320,000 compounds, 0.048% hits; AID 2606, 2010; in the data active = inhibition above about 38%;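 also: extracellular domain of Rv3671c used as enzyme; 0% = enzyme with DMSO and 100% = no enzyme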
Target sequence (P9WHR9 whole entry, looked up, the tested form may be a part): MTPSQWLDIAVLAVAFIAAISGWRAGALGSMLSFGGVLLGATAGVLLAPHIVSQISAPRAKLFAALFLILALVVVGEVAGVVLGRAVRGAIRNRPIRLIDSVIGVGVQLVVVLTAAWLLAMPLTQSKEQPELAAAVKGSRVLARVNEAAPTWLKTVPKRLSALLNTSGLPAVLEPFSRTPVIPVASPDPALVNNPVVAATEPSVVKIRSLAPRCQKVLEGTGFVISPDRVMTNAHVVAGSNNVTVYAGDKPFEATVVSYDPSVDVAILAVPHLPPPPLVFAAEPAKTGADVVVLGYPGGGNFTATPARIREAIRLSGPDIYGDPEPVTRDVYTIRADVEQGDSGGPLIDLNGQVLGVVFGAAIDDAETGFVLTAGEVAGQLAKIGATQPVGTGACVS
Active calls of the source: *; i = inactive; . = no result given; & = joins results of further samples.

SMILES	PfHsp40 rescue	VHR inh abs	Vc quorum ag	PriA SSB inh	MazEF act	Y pestis TopoI	SARS 3CLpro inh	Anthrax LF inh2	TcdB inh	Rv3671c protease
O=c1cc(CN2CCN(S(=O)(=O)c3ccccc3[N+](=O)[O-])CC2)nc2sccn12	0.5	26	-0.7	-8	-1	-2	2	5	2.0	1
COc1ccccc1N=Cc1c(O)n(C)c(=O)n(C)c1=O	-1.0	26	0.9	7	0	1	1	-2	.	5
CCOC(=O)/C(C#N)=C1\Nc2ccccc2N=C1N(CC(C)C)CC(C)C	2.2	19	5.9	.	-47	-8	0	27	.	-7
CC(C)NC(=S)N1CCN(C/C=C/c2ccccc2)CC1	-1.0	15	0.0	0	7	-6	0	0	0.6	-10
CC(C)(C)c1nc2c(s1)CCc1onc(-c3ccc(Cl)cc3)c1-2	-2.1	.	-5.0	-32	4	6	.	-6	0.8	-2
N#CCCN(Cc1ccccc1)C(=S)Nc1ccc(F)cc1	0.0	2	-0.4	-10	9	-3	3	.	3.1	9
COc1cc(/C=C/C(=O)OCC(=O)Nc2cc(C(F)(F)F)ccc2N2CCOCC2)ccc1O	0.2	-10	i	1	3	6	-2	0	0.8	-6
COc1ccc([C@H]2C[C@H](O)[C@@H](n3cc(-c4ccc(F)cc4)nn3)CN2C(=O)C2CCCCC2)cc1	.	.	-0.4	.	7	-5	.	-2	1.5	.
COC(=O)C1=C(c2cccc(OC)c2OC)C[C@@H]2CC[C@H]1N2C	-0.1	.	-6.7	-4	7	-2	.	-1	1.5	1
CCN(CC)S(=O)(=O)c1cccc(C(=O)Nc2nc3cc4c(cc3s2)OCCO4)c1	0.0	3	i	-8	4	-3	0	-1	0.9	-30
O=c1c2cc(NC(=S)NCCCN3CCC(Cc4ccccc4)CC3)ccc2nc2n1CCCCC2	1.0	2	-0.7	22	10	4	2	-6	1.4	3
CC(C)C[C@H]1COCCS(=O)(=O)N1Cc1cccc(C(F)(F)F)c1	-1.0	.	-0.7	-26	1	22	.	-9	0.5	-22
Cc1cc(C)c(S(=O)(=O)N(C)CC(=O)NCCN2CCOCC2)c(C)c1	-1.1	25	-0.5	-9	1	-3	0	-1	-5.1	-5
COc1ccc2c(c1)CCC1C2=NN(/C(C)=C/C(C)=O)C1c1cccc(F)c1 (stereo not drawn)	1.0	-8	-0.4	-9	-12	5	2	6	2.7	-3
COc1ccccc1NC(=O)Nc1nnc([C@@H]2C[C@H](O)[C@@H](CO)O2)s1	.	.	i	.	.	2	.	-3	1.1	.
C[C@H](CO)N1C[C@H](C)[C@@H](CN(C)Cc2ccncc2)Oc2ccc(NC(=O)CCCCCC(=O)Nc3ccccc3N)cc2C1=O	0.2	.	-1.2	1	4	3	.	-2	-0.8&-0.1	2
S=c1[nH]nc(CCc2nc3ccccc3[nH]2)n1-c1cccc(Cl)c1	-0.6	1	1.4	0	3	5	2	2	2.2	-6
CCOC(=O)[C@@]12C(=O)C(=O)N[C@]1(c1ccccc1)C1OCCCC12 (stereo partly drawn)	-0.4	7	-0.3	-4	-1	-2	0	1	6.2	-2
Cn1cnc([N+](=O)[O-])c1Sc1ccc(Br)cc1	-0.9	7	i	-4	3	6	1	0	-0.8	-8
COc1ccc(C)cc1S(=O)(=O)N(CC(=O)NCc1ccc(Cl)cc1)Cc1ccccc1	8.1	21	i	-8	-7	-2	5	0	.	0
Cn1c(=O)n(Cc2ccccc2F)c2ccccc21	-0.1	-17	i	-15	-2	8	3	7	.	0
CCOCCOc1cccc(C(=O)NC(C)c2ccc3ccccc3c2)c1 (stereo not drawn)	-1.1	-2	-0.6	-11	-23	-1	2	4	1.2	6
Clc1ccc(OCCCNCc2ccccc2)c2ccccc12	1.2	-12	-0.3	7	11	7	0	-6	1.1	1
O=C(COc1ccc2c3c(c(=O)oc2c1)CCC3)N[C@@H](CSCc1ccccc1)C(=O)O	-0.1	16	-0.6	1	5	11	5	-8	-1.9	4
CCOC(=O)c1cnc2ccc(Cl)cc2c1Nc1ccc(S(=O)(=O)Nc2ncccn2)cc1	-0.7	-15	-0.2	-4	3	-6	2	1	.	6

The list goes on; it opens with the 3 that closed the last part.
SMILES	PfHsp40 rescue	VHR inh abs	Vc quorum ag	PriA SSB inh	MazEF act	Y pestis TopoI	SARS 3CLpro inh	Anthrax LF inh2	TcdB inh	Rv3671c protease
Clc1ccc(OCCCNCc2ccccc2)c2ccccc12	1.2	-12	-0.3	7	11	7	0	-6	1.1	1
O=C(COc1ccc2c3c(c(=O)oc2c1)CCC3)N[C@@H](CSCc1ccccc1)C(=O)O	-0.1	16	-0.6	1	5	11	5	-8	-1.9	4
CCOC(=O)c1cnc2ccc(Cl)cc2c1Nc1ccc(S(=O)(=O)Nc2ncccn2)cc1	-0.7	-15	-0.2	-4	3	-6	2	1	.	6
CCCCC1=CC2=CC(=O)C(C)(OC(=O)CC)C(=O)C2=CN1CCCCO (stereo not drawn)	-0.9	15	i	0	-10	0	.	-3	-2.3	3
CC1(C(=O)O)CCC(C(N)=O)C1(C)C (stereo not drawn)	1.5	1	0.2	-11	8	5	3	-3	0.4	5
O=C(Nc1ccccc1)C1CCN(C(=O)c2ccc(Br)cc2)CC1	-0.9	19	i	1	0	16	1	1	-1.5	-6
Cc1cc(OCC(=O)OC(C)(C)C)c2c3c(c(=O)oc2c1)CCC3	-0.7	-25	6.7	-19	-4	3	.	11	.	0
O=C(CNC(=O)c1ccc(Cl)cc1)OCc1nc2ccccc2s1	-0.4	18	i	5	10	-5	2	0	0.6	-5
CCOc1ccc(-c2c(C)n([O-])c3c([n+]2=O)CCCC3)cc1	1.3	14	i	-7	-17	-4	0	0	.	-3
CCN(CC)c1ccc(/C=N/N=C(N)N)c(O)c1	-1.5	13	-0.6	.	32	-18	-4	-9	-11	4
CC(C)c1nc(-c2ccccc2)c(-c2ccccc2)[nH]1	0.3	8	-3.8	9	3	7	2	2	.	12
CN1C2CCC1/C(=C/c1ccccn1)C(=O)/C2=C\c1ccccn1	-0.2	-2	-0.1	-4	4	13	2	-1	0.3	0
Cc1cc(C)cc(Nc2cc(=O)n(C3CCCCC3)c(=O)[nH]2)c1	0.6	27	1.9	4	0	0	-5	-6	.	-16
CS(=O)(=O)Nc1cccc(C2=NN(C(=O)c3ccco3)C(c3cccs3)C2)c1 (stereo not drawn)	-1.1	6	i	-3	13	4	-5	-1	0.6	-4
CCOC(=O)c1cc(-c2ccccc2)nc2nc(N(CC)CC)sc12	2.3	-4	-0.1	-56	-2	29	3	0	3.9	-16
COc1ccc(/C=C/CN2CCC(C(=O)NC(c3ccc(F)cc3)c3ccc4ccccc4n3)CC2)cc1 (stereo not drawn)	.	.	-0.7	.	.	6	.	-4	0.1	.
O=C(CCn1c(=O)c2ccccc2n(CC(=O)NCCC2=CCCCC2)c1=O)NCc1ccco1	0.0	13	i	-3	-2	6	-3	-2	.	0
CCOc1ccccc1NC(=O)c1ccc(OCC(=O)N2CCOCC2)c(OC)c1	0.8	.	0.5	2	-2	5	.	-2	1.3	6
Cn1c(N)c(C(=O)COC(=O)c2ccnc3ccccc23)c(=O)n(C)c1=O	0.0	-4	-0.2	12	0	4	-8	4	0.0	-3
CCN(CC)c1ccc2cc(C(=O)NNC(=O)c3ccc(S(=O)(=O)N4CCCCC4)cc3)c(=O)oc2c1	0.5	-2	-2.7	1	75*	5	2	7	.	-3
COc1cc(O)c(C(CC(=O)N2CCN(c3ccccc3)CC2)c2ccc(N(C)C)cc2)c(OC)c1 (stereo not drawn)	-0.7	11	i	52	4	4	.	-1	0.1	6
O=C(CSc1nncs1)NC1CCCCCCC1	0.0	.	i	-14	-1	2	.	0	1.8	-1
CC(=O)N1CCN(C(=S)c2ccc(Cl)cc2)CC1	-0.9	0	-0.2	-12&-8	2	1	4	-2	.	-6
COC(=O)c1sccc1NS(=O)(=O)c1ccc(F)cc1F	0.9	13	i	4	-1	3	-1	-4	-0.4	-2
O=C(NCc1ccco1)c1noc2c1CCCCC2	-1.0	9	-1.0	7	-1	7	-1	-8	.	-1
Cn1nnnc1SCC(=O)NC(=O)NCc1ccccc1	-1.1	-4	i	-11	2	4	-2	5	1.8	-3
O=C(NC(=S)Nc1ccccc1Cl)c1ccco1	3.7	-19	-0.2	3	7	8	0	-4	1.0	-8
CN(C)/C=C/C(=O)c1ccc(Cl)cc1Cl	-1.8	13	0.6	0	7	-7	1	-1	1.6	5
CN(CCC#N)C(=O)COC(=O)c1cccnc1Nc1ccccc1F	0.5	22	-0.2	-9	-2	0	1	-1	1.4	-5
CCOc1ccc(NC(=O)C2C3C=CC4(O3)C2C(=O)N(Cc2cccnc2)C4C(=O)NC2CCCCC2)cc1 (stereo not drawn)	2.1	31	-1.2	5	10	-1	-1	-6	.	2

One compound at a time, from the list above. Order of screens: PfHsp40 rescue, VHR inh abs, Vc quorum ag, PriA SSB inh, MazEF act, Y pestis TopoI, SARS 3CLpro inh, Anthrax LF inh2, TcdB inh, Rv3671c protease
CCN(CC)c1ccc(/C=N/N=C(N)N)c(O)c1 is listed as -1.5, 13, -0.6, ., 32, -18, -4, -9, -11, 4
O=C(Nc1ccccc1)C1CCN(C(=O)c2ccc(Br)cc2)CC1 is listed as -0.9, 19, i, 1, 0, 16, 1, 1, -1.5, -6
CC1(C(=O)O)CCC(C(N)=O)C1(C)C (stereo not drawn) is listed as 1.5, 1, 0.2, -11, 8, 5, 3, -3, 0.4, 5
Cn1nnnc1SCC(=O)NC(=O)NCc1ccccc1 is listed as -1.1, -4, i, -11, 2, 4, -2, 5, 1.8, -3
CS(=O)(=O)Nc1cccc(C2=NN(C(=O)c3ccco3)C(c3cccs3)C2)c1 (stereo not drawn) is listed as -1.1, 6, i, -3, 13, 4, -5, -1, 0.6, -4

These rows are one share of the data; the hit share may differ from the screen's.
